PPARg SRC-3 ag = PPARgamma-driven SRC-3 recruitment agonism; P37231; biochemical PPARgamma/SRC-3 coactivator recruitment assay; activation, % at 8 µM; actives 0.26% (n = 200,000); AID 731; in the data active = activation above about 23%;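 also: 0% = DMSO and 100% = reference agonist; some compounds past the cut are filed as inactive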
Target sequence (P37231 whole entry, looked up): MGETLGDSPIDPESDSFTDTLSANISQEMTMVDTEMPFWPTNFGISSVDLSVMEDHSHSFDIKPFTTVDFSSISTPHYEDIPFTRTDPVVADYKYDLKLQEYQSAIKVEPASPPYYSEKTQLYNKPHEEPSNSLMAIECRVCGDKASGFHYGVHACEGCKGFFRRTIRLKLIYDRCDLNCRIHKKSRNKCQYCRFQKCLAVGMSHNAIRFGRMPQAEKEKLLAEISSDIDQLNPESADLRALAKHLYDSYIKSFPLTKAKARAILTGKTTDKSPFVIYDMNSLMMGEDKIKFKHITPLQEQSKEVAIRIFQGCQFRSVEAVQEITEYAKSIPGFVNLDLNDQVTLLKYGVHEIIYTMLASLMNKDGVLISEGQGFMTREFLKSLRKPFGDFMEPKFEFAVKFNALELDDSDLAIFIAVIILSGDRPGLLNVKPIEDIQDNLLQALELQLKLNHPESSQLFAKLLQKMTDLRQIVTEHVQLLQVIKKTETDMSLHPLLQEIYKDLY
STAT3 act = activators of IL-6 induced STAT3 signaling; U3A cells, IL-6 STAT3-luciferase reporter, luminescence; 100% = signal with IL-6 EC80 alone; activation (% of control), % at 5.6 µM; actives 0.91% (n = 190,000);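 active = activation above the screen-wide mean of compound activation plus 3 SD, cut at about 130% in these data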;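 also: 0% = background luminescence of wells with medium and substrate only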
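Detection: reporter luminescence signal / Assay system: STAT1-lacking human U3A cells, STAT3 luciferase reporter / Incubation: compound pre-incubation 1 h before IL-6, then 6 h stimulation at 37 °C / Control set: IL-6-only high control / Read-out: % activation relative to IL-6 control / Probe or stimulus: Interleukin-6, 33 ng/mL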
bIAP activator = intestinal alkaline phosphatase (bovine) activation; purified bovine IAP, CDP-star luminescence, 30 min; stronger effect = higher value; fold of DMSO-control signal, blank-subtracted; activation factor at 20 µM; actives 0.17% (n = 200,000);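 active = activation factor of 2 or more at 20 µM, a signal rise over negative controls twice the positive control's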
STAT1 blocker = reduces IFN-gamma driven STAT1 reporter signal; NIH 3T3 STAT1-luciferase reporter, luminescence; inhibition, % at 5.5 µM; actives 0.35% (n = 200,000); AID 920;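 active = inhibition above a set limit, the mean inhibition across all tested compounds plus 3 SD, cut at about 34% in these data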;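 also: 0% = IFN-gamma with DMSO and 100% = IFN-gamma with 300 µM nifuroxazide; values of inactives mirror those of a sister screen read the other way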
bIAP inhibitor = intestinal alkaline phosphatase (bovine) inhibition; purified bovine IAP, CDP-star luminescence, 30 min; inhibition, % at 20 µM; 190,000 tested, under 10 active; AID 1019;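 active = over 50% inhibition of intestinal alkaline phosphatase at 20 µM in the single-dose screen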
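System: Purified bovine intestinal alkaline phosphatase (IAP) enzyme | Input: IAP diluted 1/65,000,000 in the well | Also added: CDP-star chemiluminescent phosphatase substrate, 30 µM final | Dosing: 20 µM single dose | Times: Enzyme reaction for 30 min at room temperature | Detection: Luminescence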
STAT3 inh = reduces IL-6 driven STAT3 reporter signal; U3A cells, IL-6 STAT3-luciferase reporter, luminescence; host cell line lacks STAT1; inhibition, % at 5.5 µM; actives 0.89% (n = 190,000); AID 862;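 active = inhibition above the mean inhibition across all screened compounds plus 3 SD, cut at about 44% in these data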;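 also: 0% = DMSO only wells and 100% = 100 µM nifuroxazide control wells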
SRC2 TRFRET art = counter-screen for PPARgamma SRC-2 recruitment agonists: TR-FRET artefact; actives 0.4% (n = 200,000); TR-FRET ratio at 8 µM; stronger effect = higher value; AID 1049; in the data active = TR-FRET ratio above about 2000; also: inactives centre near 1500
PPARg SRC-1 ag = PPARgamma-driven SRC-1 recruitment agonism; PPARgamma-SRC-1 coactivator recruitment biochemical assay; activation, % at 8 µM; P37231; AID 631; actives 0.41% (n = 200,000); in the data active = activation above about 19%;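 also: 0% = DMSO and 100% = reference agonist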
PPARg SRC-2 ag = agonists of SRC-2 recruitment by human PPARgamma | PPARgamma LBD-SRC-2 recruitment, biochemical | activation, % at 8 µM | P37231 | actives 0.34% (n = 200,000); in the data active = activation above about 22%;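 also: 0% = vehicle and 100% = reference agonist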
ROMK primary = human ROMK K+ channel modulation, primary screen | P48048 | Tet-inducible ROMK, thallium flux fluorescence; actives lie on both sides | B-score at 10 µM | actives 2% (n = 130,000);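 active = signal ratio slope over the read window, or its plate-corrected B-score, at least 3 SD from the plate mean, either direction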;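 also: B-score of the F/F0 ratio slope over 7 to 12 s after thallium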
Target sequence (P48048 whole entry, looked up): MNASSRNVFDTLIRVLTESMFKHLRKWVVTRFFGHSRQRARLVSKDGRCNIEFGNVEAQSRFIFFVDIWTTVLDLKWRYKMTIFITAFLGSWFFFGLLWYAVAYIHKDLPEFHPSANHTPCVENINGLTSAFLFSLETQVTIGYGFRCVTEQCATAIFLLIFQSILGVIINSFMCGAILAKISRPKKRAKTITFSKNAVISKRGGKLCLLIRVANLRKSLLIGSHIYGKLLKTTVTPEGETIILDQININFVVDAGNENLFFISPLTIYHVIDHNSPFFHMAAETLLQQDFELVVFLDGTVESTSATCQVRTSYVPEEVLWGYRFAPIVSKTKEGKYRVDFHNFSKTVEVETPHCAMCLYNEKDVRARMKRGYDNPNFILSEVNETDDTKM
TNAP act hiacc = increases human TNAP activity under high phosphate acceptor concentration; 200,000 tested, under 10 active; AID 1136; purified TNAP, CDP-star luminescence, 1 M DEA, 30 min; stronger effect = higher value; 0 = EDTA background, 1 = DMSO-only activity; P05186; activation factor at 20 µM;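 active = activation factor at least 2 at 20 µM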
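system = human TNAP | amount = enzyme diluted 1/800 final | reagent = 100 µM CDP-star substrate | signal = luminescent substrate turnover signal | dosing = one dose, 20 µM | benchmarks = EDTA negative control, DMSO positive control | measure = activation factor | timing = 30 min reaction, room temperature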
* hit, by the source's call; . = no result given.

SMILES	SRC2 TRFRET art	PPARg SRC-1 ag	TNAP act hiacc	STAT3 act	ROMK primary	bIAP inhibitor	STAT1 blocker	STAT3 inh	PPARg SRC-2 ag	PPARg SRC-3 ag	bIAP activator
CC(C)(CN=C1NS(=O)(=O)c2ccccc21)CNC(=O)CN1C(=O)c2ccccc2C1=O	1605	1	1	95	.	0	0	15	-2	-13	1
C=CCSc1n[nH]c(-c2ccccc2)n1	1401	-4	1	89	-0.79	10	-11	18	-9	-9	0.9
Cc1ccc(-n2nc(CN3CCOCC3)c(-c3ccccc3)c2N)cc1Cl	1578	6	1	98	.	1	1	7	6	0	1
CC(CCc1ccccc1)NC(=O)CN(C)Cc1ccccc1F (stereo unspecified)	1547	2	1	109	-1.3	-12	7	-5	1	-2	1.1
Cc1cccc(-c2noc(CN(C(=O)/C=C/c3ccccc3Cl)C(C)C)n2)c1	1538	3	1	103	-0.67	6	-1	-5	6	7	0.9
COc1ccc(-c2nn(-c3ccccc3)cc2/C=N/Nc2cccc(C(=O)O)c2)cc1	1427	15	1	100	0.014	0	-30	8	10	4	1
Cc1c(NC(=S)N2CCN(c3ccc(F)cc3)CC2)c(=O)n(-c2ccccc2)n1C	1703	4	1	103	-0.32	-4	-7	-2	10	0	1
Cc1cccc(-c2nc3sc(C)cc3c(=O)o2)c1	1742	3	1	96	1.2	-4	-5	7	5	2	1
COc1cccc(C(=O)COc2ccc3c(C)c(Cc4ccccc4)c(=O)oc3c2C)c1	1561	2	1	104	0.017	35	1	-1	-1	-1	0.7
Cc1nn(CC(=O)OCC(=O)Nc2c(C(C)C)cccc2C(C)C)c(C)c1[N+](=O)[O-]	1474	-1	1	103	.	-1	4	-4	-4	4	1
Cc1ccc(NC(=O)c2cc(F)c(F)cc2Cl)nc1	1709	2	1.1	93	0.39	0	-28	14	0	0	1
Cc1nc2c(C(=O)N3CCCCC3)cnn2c(C)c1Cc1ccccc1F	1582	-1	1.1	121	.	-7	-41	-14	6	1	1.1
CCOc1ccc(C(=O)Nc2cc(S(=O)(=O)Nc3ccccc3Cl)ccc2N2CCOCC2)cc1	1571	4	1	94	-0.94	5	11	9	-1	3	0.9
CC1CC(C)CN(C(=O)c2ccc(N3CC4CC(C3)c3cccc(=O)n3C4)c([N+](=O)[O-])c2)C1 (stereo unspecified)	1515	5	1	108	-0.41	14	-11	-12	-2	-3	0.9
CCN(CC)S(=O)(=O)c1cccc(C(=O)N[C@H](C(=O)Nc2nc3ccc(F)cc3s2)C(C)C)c1	1380	-3	1	101	.	4	-18	-1	-9	-4	1
COc1ccc2c(c1)[nH]c(=O)c1sc3ccccc3c12	1661	15	1.1	174*	0.52	10	-15	-86	7	8	0.9
Cc1cc2nn(-c3ccccc3)nc2cc1NC(=O)c1cccs1	1495	3	1	105	0.21	14	-47	-2	-9	-1	0.9
CCOC(=O)CSc1[nH]c2cc(OC)ccc2c1[N+](=O)[O-]	1763	4	1.1	95	.	3	15	9	4	4	1
CC(=O)C1=NOC(CNc2ncc(C(F)(F)F)cc2Cl)C1 (stereo unspecified)	1580	1	1.1	102	2.4	21	-16	5	-1	5	0.8
Cn1cnnc1SCC(=O)c1ccc2c(c1)OCO2	1666	2	1	98	-0.52	3	-4	3	4	2	1
CCCN(CC1CC1)C(=O)CSc1ncnc2sc(C)c(C)c12	1609	2	1	99	-0.96	6	4	2	3	4	0.9
CCOC(=O)C1CCN(C(=O)c2ccccc2NC(=O)c2ccc(Cl)cc2)CC1	1826	2	1	89	.	20	2	15	1	5	0.8
CC1CCCCN1C(=O)Cn1nnc(-c2cccnc2)n1 (stereo unspecified)	1473	-6	1	100	.	1	-8	4	-4	-10	1
Cc1cc(C(F)F)n2nc(C(=O)Nc3sc4c(c3C#N)CCC(C)C4)nc2n1 (stereo unspecified)	1214	-8	1	105	.	3	0	-5	7	3	1
Cc1onc(-c2ccccc2)c1C(=O)Nc1cccc(C#N)c1	1598	5	1	95	.	17	10	7	-5	4	0.8
O=C(COc1ccccc1)Nc1cccc(-c2nc3ccccc3[nH]2)c1	1374	2	1	93	-0.11	29	-23	12	-1	4	0.7
O=C(NNC(=O)c1ccccc1Br)c1ccc(Cl)cc1	1478	-10	1	103	.	-13	-9	1	-2	-3	1.1
Cc1ccc(C)c(NC(=O)CSc2c(C)n[nH]c2C)c1	1546	2	1	95	0.79	3	-7	10	-3	-4	1
CC(=O)Nc1cccc(NC(=O)CSc2nc(C)c(C)c(C)c2C#N)c1	1635	0	1	70	0.98	-2	10	38	7	5	1
CCCC(=O)Nc1cccc(NC(=O)c2ccccc2Br)c1	1571	6	1.1	94	.	20	8	14	2	-4	0.8
Cc1onc(-c2ccccc2Cl)c1C(=O)Nc1ccc(S(=O)(=O)NCC2CCCO2)cc1 (stereo unspecified)	1678	-4	1	110	.	8	-3	-8	2	-5	0.9
O=C(CCC(=O)OCC(=O)c1cccc([N+](=O)[O-])c1)Nc1ccccc1Cl	1432	-5	1	103	0.12	14	-4	-6	7	-7	0.9
COC(=O)C1=CN(C(C)C)C=C(C(=O)OC)C1c1cc(Br)c(OC)c(OC)c1	1384	3	1.1	99	.	7	4	4	7	-8	0.9
CCC(C)(C(=O)NC1CCCC1)N(C(=O)CNC(C)=O)c1ccc(C)cc1 (stereo unspecified)	1705	6	1	97	.	3	8	9	11	0	1
COc1ccccc1NC(=O)c1ccc(-c2ccc(Br)cc2)o1	1562	8	1	103	-0.81	18	-2	3	10	3	0.8
COc1cc(NC(=O)c2cc3c(=O)n(C)c4ccccc4c3n2C)cc(OC)c1OC	1684	22*	1.1	88	.	-1	12	22	11	28*	1
CN(CC(=O)N1CC(=O)N(CCc2ccccc2)C(=O)C1)S(=O)(=O)c1cccc2nsnc12	1692	-2	1.1	97	.	6	1	9	3	9	0.9
O=C(CC1SCCNC1=O)Nc1cccc(C(F)(F)F)c1 (stereo unspecified)	1440	3	1.1	106	0.87	10	2	-5	2	-2	0.9
CCC(C)(C)n1nnnc1C(c1cc2cc3c(cc2[nH]c1=O)OCO3)N1CCCCC1 (stereo unspecified)	1572	8	1	97	.	-1	3	8	5	12	1
S=C(NCCc1ccccc1)Nc1cnc2ccccc2c1	1497	-4	1	96	-1.1	27	-29	8	3	5	0.7
CCOC(=O)Cn1nc(-c2ccccc2)c2ccccc2c1=O	1523	-7	1.1	106	4.1*	12	2	0	2	-2	0.9
CCOc1ccc(NC(=O)CSc2nnc(C)n2CCCOC)cc1	1537	5	1.1	104	0.46	-1	-1	-2	4	1	1
COc1ccc(OC)c(NC(=O)C2CCN(C(=O)c3cccs3)CC2)c1	1563	3	1.1	99	0.73	-2	2	3	3	0	1
COc1cccc(CNS(=O)(=O)c2ccc(S(=O)(=O)N3CCCC3)cc2)c1	1512	1	1	103	.	-16	6	-1	1	5	1.2
Cc1cc(C(F)F)nn1CC(=O)N1CCSCC1	1353	-1	1	100	-0.64	-1	-5	3	-8	-3	1
CC(C)NS(=O)(=O)c1ccc(OCC(=O)N2CCCC2)c(Cl)c1	1548	8	1	104	.	7	2	-4	0	2	0.9
CC(C)(C)C(=O)OCCNc1nc(-c2ccccc2)nc2ccccc12	1586	-2	1	99	.	0	1	4	-6	-3	1
CCOc1ccccc1N(CC(=O)Nc1cccnc1)S(=O)(=O)c1ccc(C)cc1	1585	6	1.1	96	-0.29	-13	2	6	6	-1	1.1
O=C(Nc1cc([N+](=O)[O-])ccc1N1CCCC1)c1ccco1	1417	2	0.9	100	-0.21	18	5	7	-2	2	0.8
Cc1ccnc(NC(=O)c2ccc(COc3ccc(Cl)cc3)o2)c1	1534	-3	1	91	.	17	-6	14	-4	-3	0.8
Cc1oc(-c2ccccc2F)nc1CN1CCC(C(=O)NC2CCCc3ccccc32)CC1 (stereo unspecified)	1405	-7	1.1	92	.	-53	5	12	-8	-3	1.5
O=C1OCCN1CCN(CN1C(=O)CCC1=O)CN1C(=O)CCC1=O	1654	2	1	107	-1.1	5	2	-4	-6	-4	1
CCOc1ccccc1N1CCN(C(=O)Nc2ccc(F)c(Cl)c2)CC1	1662	-3	1	93	.	0	-3	12	1	7	1
CCOc1ccc(CCNC(=O)COC(=O)c2cccc(OC)c2O)cc1OCC	1315	0	1	102	-0.1	4	-4	5	-1	0	1
Cc1nc(Nc2ccc(C(=O)O)cc2)nc(Nc2ccc(C(=O)O)cc2)c1[N+](=O)[O-]	1515	12	1	105	0.6	11	10	-5	0	-4	0.9
O=C(O)CCC(=O)N1CC=C(c2ccccc2)CC1	1470	-3	1	98	0.92	-1	0	2	8	0	1
Cc1nc(Nc2nc(CSc3nc4ccccc4[nH]3)cc(=O)[nH]2)nc2ccccc12	1474	0	1	86	.	12	14	19	0	-1	0.9
Cc1cc(Cl)c(OCCCCN2CCOCC2)c(Br)c1	1473	-3	1	99	-0.002	2	-6	1	-4	-4	1
COCC(=O)n1nc(-c2ccc(C)cc2)nc1NCc1ccc(F)cc1	1294	2	1	106	-0.86	-1	-23	-2	-5	0	1
COc1cc(CN2CCN(C(C)C)C(CCO)C2)ccc1OCc1ccccc1 (stereo unspecified)	1555	5	1	107	-0.06	-14	0	-7	4	-3	1.1

Other records follow:
SMILES	SRC2 TRFRET art	PPARg SRC-1 ag	TNAP act hiacc	STAT3 act	ROMK primary	bIAP inhibitor	STAT1 blocker	STAT3 inh	PPARg SRC-2 ag	PPARg SRC-3 ag	bIAP activator
CCOc1ccc(C(=O)NC(=S)Nc2ccccn2)cc1[N+](=O)[O-]	1480	0	1	97	1.2	2	-12	10	4	12	1
COCC(C)N=Cc1c(O)[nH]c2ccccc12 (stereo unspecified)	1656	7	1.1	97	0.51	6	-7	8	4	5	0.9
O=C(c1ccc(Cl)c(S(=O)(=O)N2CCOCC2)c1)N1CCCCC1	1583	1	1	100	0.69	2	0	6	-9	-2	1
Cc1ccc(NC(=O)CSc2nnc3ccccn23)cc1	1658	-3	1.1	99	-0.33	-4	-20	6	4	-4	1

2 of these compounds in a different format:
Screens in order – SRC2 TRFRET art, PPARg SRC-1 ag, TNAP act hiacc, STAT3 act, ROMK primary, bIAP inhibitor, STAT1 blocker, STAT3 inh, PPARg SRC-2 ag, PPARg SRC-3 ag, bIAP activator
> O=C(c1ccc(Cl)c(S(=O)(=O)N2CCOCC2)c1)N1CCCCC1
    1583, 1, 1, 100, 0.69, 2, 0, 6, -9, -2, 1
> Cc1ccc(NC(=O)CSc2nnc3ccccn23)cc1
    1658, -3, 1.1, 99, -0.33, -4, -20, 6, 4, -4, 1

From PubChem BioAssay
